POLH inh = DNA polymerase eta (human) inhibition; Q9Y253; recombinant Pol eta, fluorescent DNA replication assay; Potency, µM (doses to about 114 µM), for the others: at the top dose activity change, negative = inhibition, usual class: inhibitors; hit rate 1.2% among 390,000; AID 588591; further: potency means the concentration at half of the fitted maximal effect; on the % scale 0 is the no-effect control and ±100 the full control effect
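Pol eta (10 nM) was preincubated with compounds for 15 min at room temperature, after which fluorescent replication substrate (50 nM final) was added to start the reaction. Fluorescence was read kinetically at 0 and 10 min.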
POLB inh = blocks human DNA polymerase beta activity; Potency, µM (series often up to 114 µM), for inactives: at the highest dose activity change, negative = inhibition, actives largely listed as inhibitors; AID 485314; Pol beta primer extension/strand displacement, fluorescence kinetic; P06746; hit rate 1.3% among 340,000; further: potency means the concentration at half of the fitted maximal effect; on the % scale 0 is the no-effect control and ±100 the full control effect
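Human Pol beta at 10 nM; strand-displacement substrate 50 nM final. Compound exposure 15 min at room temperature before start, reaction 10 min at room temperature.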
Apoferritin bind = binds horse apoferritin like a general anesthetic | P02791 | apoferritin/1-aminoanthracene competitive binding, fluorescence | Potency, µM (series often up to 77.5 µM), without a hit: top-dose activity change, negative = displacement, actives largely listed as inhibitors | hit rate 0.074% among 350,000; further: potency means the concentration at half of the fitted maximal effect; on the % scale 0 is the no-effect control and ±100 the full control effect; nearly all actives have a fitted effect of over 20% in size
Target sequence (P02791 2-175 limits assumed): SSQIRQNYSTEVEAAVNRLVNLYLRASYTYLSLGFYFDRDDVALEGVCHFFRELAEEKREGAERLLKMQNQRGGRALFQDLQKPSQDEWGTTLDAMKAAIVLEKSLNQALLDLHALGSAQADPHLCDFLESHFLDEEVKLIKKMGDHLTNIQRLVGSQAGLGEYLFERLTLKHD
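In PBS, apoferritin at 10 uM is loaded with 1-AMA from a 50% saturated solution. After 10 min of compound exposure at ambient temperature, reduced 535 nm fluorescence indicates probe displacement.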
ERG Ets-DNA blk = blocks human ERG Ets domain binding to DNA; P11308; fluorescence polarization, His-ERG Ets domain / labelled DNA; Potency, µM (titrated, usually from 76.9 µM), inactives show at the highest dose FP activity, negative = inhibition, actives largely listed as inhibitors; hit rate 0.028% among 370,000; active means well fitted inhibition curve with a large enough effect in the polarisation, with a control signal flat; inconclusive means small, poorly fitted or top-dose-only effect, or effect the other way, or a change in a side signal; inactive means no such curve, though single readings can be large or run the other way; the % refers to the polarisation;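 further: polarization taken with two DNA probes labelled with fluorescein and Texas red; potency means the concentration at half of the fitted maximal effect; % of control where 0% means no effect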
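His-tagged ERG Ets domain (1 uM in the protein solution; 300mM KCl, 50mM Tris-HCl, 1mM EDTA, 1mM DTT, pH 7.5) received compound, then a probe mix of 5 nM fluorescein-DNA and 100nM Texas-615-DNA. Fluorescence polarization was read for both dyes.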
APE1 inh = blocks human APE1 abasic DNA cleavage; P27695; recombinant APE1, TAMRA/BHQ-2 abasic DNA cleavage fluorescence; Potency, µM (top dose mostly 65.8 µM), for the others: top-dose activity change, negative = inhibition, most hits filed as inhibitors; hit rate 0.35% among 350,000; AID 2517;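 further: potency means the concentration at half of the fitted maximal effect; plate controls were vehicle for no effect and reference inhibitor for full effect; nearly all actives have a fitted effect of over 55% in size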
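Quantitative HTS: incision of a TAMRA/BHQ-2 double-stranded substrate bearing a tetrahydrofuran abasic site by 0.75 nM APE1 raises fluorescence. Substrate 50 nM final, added after 15 min compound preincubation at room temperature; progress as third-minus-first kinetic read difference.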
RGS4 inh = blocks human RGS4-accelerated GTP hydrolysis; Transcreener GDP fluorescence polarization, RGS4-accelerated GTP hydrolysis; Potency, µM (doses to about 114 µM), inactives show at the highest dose activity change, negative = inhibition, most hits filed as inhibitors; hit rate 0.039% among 390,000; further: potency means the concentration at half of the fitted maximal effect; on the % scale 0 is the no-effect control and ±100 the full control effect; nearly all actives have a fitted effect of over 75% in size; some results filed as inactive show a strong effect at the top dose
Target sequence (P49798 whole entry, looked up): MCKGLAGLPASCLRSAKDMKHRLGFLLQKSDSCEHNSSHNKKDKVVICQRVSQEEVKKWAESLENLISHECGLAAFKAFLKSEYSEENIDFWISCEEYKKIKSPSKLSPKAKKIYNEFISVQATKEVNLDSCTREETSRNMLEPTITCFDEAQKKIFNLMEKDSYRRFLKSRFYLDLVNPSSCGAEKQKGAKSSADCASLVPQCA
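MLSMR compounds (23 nl, pin-transferred) preincubated 10 min at room temperature with a 500nM (2x) first reagent, then RGS4 at 900nM (2x) plus Transcreener GDP mix added; fluorescence polarization (620/688 nm) read before and after 90 min at 30 °C.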
ALOX12 inh = ALOX12 (human) lipoxygenase inhibition. hit rate 1.1% among 580,000. AID 1671190. purified 12hLO, xylenol orange hydroperoxide absorbance. Potency, µM (top dose mostly 108 µM), inactives show top-dose activity change, negative = inhibition, usual class: inhibitors; further: potency means the concentration at half of the fitted maximal effect; on the % scale 0 is the no-effect control and ±100 the full control effect
Target sequence (P18054 whole entry, looked up): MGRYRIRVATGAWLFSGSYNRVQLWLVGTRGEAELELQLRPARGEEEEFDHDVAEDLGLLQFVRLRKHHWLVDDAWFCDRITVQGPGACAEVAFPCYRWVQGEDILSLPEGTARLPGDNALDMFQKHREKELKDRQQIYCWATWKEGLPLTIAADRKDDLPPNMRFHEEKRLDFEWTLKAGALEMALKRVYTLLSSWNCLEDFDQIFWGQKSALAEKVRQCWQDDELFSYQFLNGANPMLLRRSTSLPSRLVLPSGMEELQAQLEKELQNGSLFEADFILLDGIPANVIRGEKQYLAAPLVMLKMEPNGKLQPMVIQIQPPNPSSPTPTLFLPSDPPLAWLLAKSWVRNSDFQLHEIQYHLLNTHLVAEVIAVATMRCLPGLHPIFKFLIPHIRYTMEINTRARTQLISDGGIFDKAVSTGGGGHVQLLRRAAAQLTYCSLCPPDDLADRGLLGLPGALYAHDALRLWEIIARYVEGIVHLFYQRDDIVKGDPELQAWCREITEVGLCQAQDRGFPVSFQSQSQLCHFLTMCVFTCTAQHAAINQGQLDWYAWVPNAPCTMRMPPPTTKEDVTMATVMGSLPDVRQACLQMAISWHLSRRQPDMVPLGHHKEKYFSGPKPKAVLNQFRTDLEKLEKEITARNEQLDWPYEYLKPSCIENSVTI
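Purified human 12hLO (150 nM final) in 25 mM Hepes, 0.01% Triton X-100, pH 7.0 was preincubated 15 min at room temperature with compound. Then 40 uM arachidonic acid was added, 30 min. Hydroperoxide was read by Fe-XO absorbance ratio 573/405 nm.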
LDHA block = inhibitors of human lactate dehydrogenase A; P00338; purified LDHA, NADH/diaphorase-resazurin fluorescence; stronger effect = lower value; activity change, % (values are at about 110 or 230 µM); hit rate 0.15% among 480,000; AID 1347041; in the data active means activity change below about -30%; inconclusive means mostly about -25% to -30%;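 further: plate controls were DMSO wells for no effect and wells without enzyme for full effect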
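Enzyme activity of human lactate dehydrogenase 5 (2 nM; 0.06 mM NADH, 0.2 mM pyruvate, 5 min, RT) is measured via a resazurin/diaphorase fluorescence readout of residual NADH.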
Pol kappa inh = inhibitors of human DNA polymerase kappa; Q9UBT6; purified Pol kappa, fluorescent DNA synthesis assay, 10 min; Potency, µM (top dose mostly 107 µM), for inactives: at the top dose activity, negative = inhibition, usual class: inhibitors; hit rate 0.53% among 400,000; AID 588579; further: potency means the concentration at half of the fitted maximal effect; on the % scale 0 is the no-effect control and ±100 the full control effect
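Activity was followed as the change in fluorescence between reads at 0 and 10 min after starting the reaction with 50 nM substrate. Beforehand, 10 nM polymerase had been preincubated with compound for 15 min at room temperature.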
Numbers without * were called inactive; ? = inconclusive; nt = no result given; & = joins results of further samples; [ ] = remark or other dose. Unless noted, the call rests on the fitted dose curve; in most records, active means well fitted curve in the direction sought with a large enough effect; inconclusive means small, poorly fitted or top-dose-only effect, or another doubt; inactive means no such curve, though single readings can be large; an effect the other way counts as inactive or inconclusive. Some of the compounds tested. The share of hits here may be higher or lower than overall.

canonical_smiles	APE1 inh	Apoferritin bind	RGS4 inh	POLH inh	ERG Ets-DNA blk	LDHA block	ALOX12 inh	POLB inh	Pol kappa inh
CCCCN(CC)C(=O)CSc1nc2n[nH]c(C)c2c(=N)n1-c1cccc(C)c1	12%	-6%&-6%	-8%&-35%	-8%&5%	?	-3&0	-15%&-10%	13%&0%	2%
CCn1c(C)nc2cc(C(=O)N/N=C/c3cccc(O)c3O)ccc21	-10%	-10%	-46%	-23%	-4%	36	-3%	?	?
CC1Cc2ccccc2N1CC(=O)Nc1ccc2c(c1)OCCCO2 (centres undefined)	0%	nt	9%	-14%	14%	-2	-16%	nt	-10%
COc1ccccc1C(=O)Nc1cccc(C(=O)OCc2cc(=O)n3cc(C)sc3n2)c1	nt	2%	-6%	-20%	1%	-4	-25%	0%	-6%[60.1 µM]
O=C(O)CCn1c(-c2ccccc2)cc2c1CCCC2=O	-10%	-3%	3%	2%	-13%	4	-6%	-25%	-13%
CCc1ccc(CNC(=O)CSc2cc(=O)n(C)c3ccc(Cl)cc23)cc1	nt	-14%	-2%	-29%	-1%	-12	-21%	4%	-5%
Cc1nc(=S)c2c([nH]1)-c1ccccc1CC21CCCCC1	4%	-8%	-5%	-16%	-10%	-2	0%	-13%	-6%
Cc1ccc(-c2nc(CS(=O)CC(=O)NCCN3CCCCC3C)c(C)o2)cc1 (centres undefined)	3%	-6%	-15%	-6%	4%	0	8%	42%	12%
O=C(c1cccc(NC2=NC3CS(=O)(=O)CC3S2)c1)N1CCN(c2ccc(F)cc2)CC1 (centres undefined)	15%	-13%	2%	-5%	5%	-11	7%	8%	0%
CCC(=O)Nc1cc(C(C)(C)C)ccc1C(C)=O	1%	-2%	2%	-17%	2%	-3	-2%	3%	-3%
O=C(NCc1ccco1)c1cc(-c2cccs2)nc2ccccc12	19%	61%[activator]	-16%	?	-10%	-4&1	?	5%	-10%
O=C(c1ccc2c(c1)N(Cc1ccc(Cl)cc1)C(=O)c1ccccc1S2(=O)=O)N1CCCCC1	nt	-18%	-8%	-20%	-5%	-2	-21%	1%	2%
O=S(=O)(NCC(c1cccnc1)N1CCOCC1)c1cccs1 (centres undefined)	-6%	-5%	-5%	-10%	nt	0	-12%	-10%	-4%
Cc1ccc(N2C(=O)CS/C2=N\C(=S)Nc2ccccc2)cc1	0%	-1%	-5%	-19%	0%	-1	210%[activator]	-7%	0%
COc1ccccc1CNC(=O)[C@H](C)NC(=O)C1CCN(C(=O)[C@@H]2CCCN2C(=O)OC(C)(C)C)CC1	-8%	-5%	4%	-8%	11%	-3	8%	3%	-8%
Cc1cc(C)c(C#N)c(SCC(=O)Nc2ccc(S(=O)(=O)Nc3ncccn3)cc2)n1	29%	?	-13%	-18%	-4%	-6	-12%	18%	1%
O=C1NC(=Nc2ccccc2Cl)S/C1=C\c1cccc([N+](=O)[O-])c1	-4%	-20%	-12%[56.9 µM]	?	4%	4	?	?	-1%
CC(C)(C)C(=O)Nc1cc(S(=O)(=O)Nc2ccc(Cl)cc2)ccc1Cl	18%	-17%	-2%	-6%	-1%	0	?	9%	-9%
CCOC(=O)N1CCC(NC(=O)C(Cc2ccccc2)NC(=O)c2ccco2)CC1 (centres undefined)	2%	0%	-36%[56.9 µM]	11%	-3%	0	10%	2%	-11%
CCN(CC)S(=O)(=O)c1cccc(NC(=S)NC(=O)/C=C/c2ccc(S(=O)(=O)N3CCOCC3)cc2)c1	0%	-22%	10%	-1%	-8%	-12	?	6%	-9%
O/N=C/c1ccc(OCc2ccccc2)c(Cl)c1	1%	?	-14%	-27%	-3%	2	-21%	0%	-1%
CCOc1ccccc1-c1noc(CCC(=O)Nc2cccnc2)n1	38%	1%	2%	2%	2%	-12	-3%	-24%	-5%
O=C1N[C@@H](c2ccccc2)COC(=O)[C@H](Cc2ccc(F)cc2)CC/C=C/C[C@@H]1CC(=O)N(CCO)Cc1ccccc1	-14%	nt	11%	-23%	10%	-7	-13%	nt	-18%
Cc1ccc(NC(=O)c2cc(C)nc3ccccc23)c(C)c1	-2%	-5%	-14%	-19%	2%	-7	0%	40%	-19%
CCc1ccc(OC)c(S(=O)(=O)N2CCN(C(=O)c3ccco3)CC2)c1	4%	0%	-9%	-4%	6%	0	8%	17%	3%
CC(=O)Nc1ccc(NC(=O)/C=C/c2ccccc2)cc1	-5%	4%	-37%	-16%	12%	-4	6%	4%	-7%
CN(CC(=O)Nc1ccc(Cl)cc1)Cc1cc(=O)n2ccsc2n1	-4%	-9%	2%[11.4 µM]	16%	12%	-4	4%	-3%	-24%
CCn1c2ccccc2c2cc(CN3CCN(Cc4cccc(Cl)c4)CC3)ccc21	nt	-7%	2%	-24%	-1%	-9	?	3%	7%
Cc1cc(Cl)cc2c(N=Nc3ccccc3C(=O)O)c(O)[nH]c12	-9%	29%	-1%	-13%	3%	1	46%[activator]	-11%	-11%
CC(C)N1CCC(=NNC(=O)c2ccccc2[N+](=O)[O-])CC1	-8%	0%	0%	-7%	-13%	-1	-1%	24%	11%
CC(C)(C)c1ccc(-c2nc3c(C#N)c(-c4ccc5c(c4)OCO5)ccn3n2)cc1	1%	-10%	-2%	3%	13%	0	0%	-1%	-18%
COc1ccc(Br)cc1CN(C)C(=O)c1ccncc1	-18%	-5%	-8%	-19%	-12%	-3	0%	1%	-7%
CCOc1ccccc1NC(=O)C(=O)Nc1ccc2nc3n(c(=O)c2c1)CCCCC3	nt	-10%	9%	-9%	10%	-5	-17%	1%	-16%
CCc1ccc(CC2(O)CC(C)N(C)CC2C)cc1 (centres undefined)	-4%	-7%	-23%	-13%	4%	-3	-17%	38%	-22%
O=C(COC(=O)c1cccc(C(F)(F)F)c1)NCc1ccccc1	3%	-4%	-15%	-16%	10%	-3	20%	34%	-4%
CC(C)CNS(=O)(=O)c1cc2c3c(c1)CC(=O)N3CCC2	10%	-10%	18%	-17%	0%	-6	-2%	-29%	-16%
O=C1CC(c2cccc(F)c2)SC(N(c2ccccc2)c2ccccc2)=N1 (centres undefined)	-2%	?	-7%	-1%	5%	-1	-22%	33%	-10%
COc1ccc(Br)cc1/C=C1\Oc2ccccc2NC1=O	26%	1%	-7%	-9%	6%	-2	9%	9%	6%
CCOC(=O)c1c(-c2ccc(F)cc2)csc1NC(=O)CCN1CCOCC1	16%	-13%	-2%	-22%	-9%	-10	?	-12%[57.1 µM]	-4%
COc1cccc(C2(O)CCN(C(=O)Cc3cccnc3)CC2)c1	-9%	-4%	-12%	-11%	0%	-7	-20%	-4%	-5%
COc1ccc(C(CNS(=O)(=O)c2ccc(F)cc2)N2CCN(C)CC2)cc1 (centres undefined)	4%	nt	-1%	-8%	15%	-2	-18%	nt	-9%
Cc1ccc(NCC(=O)Nc2ccc(Br)cc2)cc1C	-11%	-22%	-3%	-27%	3%	-2	238%[activator]	-2%	-13%
O=C(CSc1ccsc1[N+](=O)[O-])N1CCCCCC1	0%	?	-5%	-10%	2%	-13	-11%	?	-10%
Nc1nnc(C2CCCC2)s1	3%	?	-2%	-5%	nt	-6	2%[57.4 µM]	0%	-11%
CCOC(=O)c1cnc(SCC(=O)Nc2ccc(NC(=O)CC)c(OC)c2)nc1N	28%	1%	27%	0%	-6%	-5	0%	-15%	-21%
Cc1cc(=O)oc(C)c1C(=O)Nc1cccc2nonc12	7%	3%	-10%	6%	5%	-2	-4%	6%	4%
CC1CC(=O)Nc2ccccc2N1C(=O)CSc1ncnc2sccc12 (centres undefined)	10%	nt	-5%	-3%	6%	1	40%[activator]	nt	-4%
CC(=O)c1cccc(N2C(=O)C3C4CCC(C4=C(C)C)C3C2=O)c1 (centres undefined)	-11%	8%	16%	-11%	nt	-9	-16%	18%	-14%
CN(CC(=O)Nc1cccc(C(F)(F)F)c1)Cc1ccccc1	44%[12.4 µM]	-4%	-3%	-17%	0%	-2&-13	0%&-3%	6%	-8%
CCn1c(NCc2ccco2)nc2ccccc21	-1%	-7%	-5%	-16%	-4%	-7	-7%	39%	-5%
Cc1cccc(OCCCCc2c(C)n[nH]c2C)c1C	-2%	?	-26%	-21%	-9%	4	?	0%	-11%
Cc1cccc(NCc2ccc(Br)cc2)n1	16%	?	-14%[56.9 µM]	-16%	2%	2	0%	-10%	5%
CSc1ncc(F)c(N(CCO)CCO)n1	16%	3%	27%	-12%	1%	-6	-14%	55%	-28%
COc1ccc(NC(=O)CSc2ccc(-c3cccnc3)nn2)cc1	-14%	-5%	-27%	-11%	5%	-9	0%	3%	-10%
COc1cc(NC(=O)C2=C(C)Nc3nnnn3C2c2ccc(SC)cc2)c(OC)cc1Cl (centres undefined)	nt	-4%	10%	0%	3%	1	?	-26%	-1%
CC(C)NC(=O)c1ccc(C(C)C)cc1	-3%	-4%	8%	-3%	-15%	-15	0%	1%	-9%
O=C(CN1CCN(C(=O)c2ccco2)CC1)Nc1ccc2c(c1)OCCO2	-7%	-15%	20%	10%	-17%	-5	0%	8%	4%
CC(Nc1ccccc1)c1ccncc1 (centres undefined)	0%	?	-28%	-9%	-2%	10	119%[activator]	5%	5%

Screening results: PubChem, National Center for Advancing Translational Sciences (NCATS)
